# Assay outcomes deposited in PubChem by several laboratories.
# VIM-2 inh = VIM-2 metallo-beta-lactamase inhibitors, primary screen, biochemical, epi-absorbance readout, Pseudomonas aeruginosa enzyme. hit rate 0.89% among 290,000. inhibition, % at 5.6 µM. purified VIM-2, nitrocefin hydrolysis, epi-absorbance fluorescence;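 active means inhibition above the mean of all tested compounds plus 3 SD, cutoff set per screening run, cut at about 7.5% in these data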;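 further: red hydrolysis product quenches plate fluorescence so inhibitors raise well fluorescence; 0% = enzyme with DMSO and 100% = DMSO without enzyme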
# MEKK3 PB1 HTS = modulators of MEKK3-MEK5 PB1 binding, primary screen, biochemical, wildtype MEKK3, multiplex bead flow cytometry, Alexa488-MEK5; hit rate 1.4% among 290,000; binding response (% of control), % at 10 µM; bead-based flow cytometry, Alexa488-MEK5 binding to MEKK3; actives lie on both sides; 0 = blocked by unlabeled MEK5, 100 = vehicle; Mitogen-activated protein kinase kinase kinase 3 (Homo sapiens), Q99759;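 active means binding response more than 3 SD above or below the average of its plate-row segment, actives on both sides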;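 further: Alexa488 bead fluorescence after subtracting the streptavidin-only scavenger bead signal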
# p-CIP stab down = p/CIP-EGFP fusion destabilizers, primary screen, fluorescence, F442A cells | Q05BA5 | 16 h | decrease of EGFP signal, % at 10 µM | hit rate 0.01% among 290,000;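 active means EGFP signal decrease of at least 30% at 10 µM or well 3 SD below plate mean, unless failing retest; inactive means the rest, including hits failing retest or dose response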; further: some compounds called inactive have numbers as strong as hits; many of its hits are not listed in these tables
# IDE cell activ = human IDE activators in live cells, primary screen, fluorescence polarization, HEK cells, FAbeta-B substrate | Insulin-degrading enzyme (Homo sapiens), P14735 | FAbeta-B cleavage; 0% vehicle, 100% cell-free pure enzyme wells | activation, % at 5.96 µM | hit rate 0.073% among 340,000;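 active means activation above the mean of all tested compounds plus 3 SD, set per screening campaign, cut at about 17% in these data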
# Target sequence (P14735 whole entry, looked up): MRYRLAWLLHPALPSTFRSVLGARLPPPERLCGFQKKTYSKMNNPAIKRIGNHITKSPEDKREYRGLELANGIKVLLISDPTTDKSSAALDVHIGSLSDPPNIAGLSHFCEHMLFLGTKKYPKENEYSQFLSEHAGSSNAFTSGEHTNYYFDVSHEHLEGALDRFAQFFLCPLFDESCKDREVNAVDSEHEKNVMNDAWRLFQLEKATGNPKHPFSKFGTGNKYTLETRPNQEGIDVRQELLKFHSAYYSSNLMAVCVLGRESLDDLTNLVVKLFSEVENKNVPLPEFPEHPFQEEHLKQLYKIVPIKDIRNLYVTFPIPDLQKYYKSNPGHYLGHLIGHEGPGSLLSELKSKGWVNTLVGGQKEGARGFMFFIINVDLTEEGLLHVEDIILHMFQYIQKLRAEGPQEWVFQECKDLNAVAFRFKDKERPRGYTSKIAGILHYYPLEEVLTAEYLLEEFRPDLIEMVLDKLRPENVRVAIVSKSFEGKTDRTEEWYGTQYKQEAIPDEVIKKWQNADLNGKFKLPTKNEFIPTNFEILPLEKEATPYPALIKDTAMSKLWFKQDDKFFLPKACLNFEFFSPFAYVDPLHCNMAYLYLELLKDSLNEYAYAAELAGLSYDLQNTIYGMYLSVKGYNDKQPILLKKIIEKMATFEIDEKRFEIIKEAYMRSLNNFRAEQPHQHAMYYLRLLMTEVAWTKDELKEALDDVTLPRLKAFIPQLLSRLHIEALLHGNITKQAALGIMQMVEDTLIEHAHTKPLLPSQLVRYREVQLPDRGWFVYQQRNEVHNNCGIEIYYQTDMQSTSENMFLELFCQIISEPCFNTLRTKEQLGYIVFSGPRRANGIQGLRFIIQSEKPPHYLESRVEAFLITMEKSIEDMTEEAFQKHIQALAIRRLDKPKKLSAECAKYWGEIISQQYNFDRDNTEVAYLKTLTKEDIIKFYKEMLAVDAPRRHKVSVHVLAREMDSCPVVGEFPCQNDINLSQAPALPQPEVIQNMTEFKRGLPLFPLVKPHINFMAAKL
# NS3 helicase inh = inhibitors of HCV NS3 helicase, primary screen, biochemical, Cy5 molecular beacon fluorescence; Hepatitis C virus NS3 helicase; NS3 helicase DNA unwinding; inhibition, % at 10.9 µM; hit rate 0.56% among 290,000;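 active means inhibition above the mean of all tested compounds plus 3 SD, set per campaign, cut at about 35% in these data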;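 further: 0% = DMSO wells and 100% = thioflavine S control wells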
#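 Control set: DMSO versus 110 µM thioflavine S; Material: NS3 helicase fragment of HCV; Measured by: Cy5 fluorescence at 0 and 60 min, beacon hairpin quenching; Read-out basis: percent inhibition from t60/t0 fluorescence ratio; Times: reaction time 60 min, 25 °C; Repeats: single replicate; Compound dosing: single dose, 10.9 µM nominal final, DMSO 0.8% final.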
# IMP-1 inhibitor = IMP-1 metallo-beta-lactamase inhibitors, primary screen, biochemical, epi-absorbance readout, Pseudomonas aeruginosa enzyme | metallo-beta-lactamase IMP-1 (Pseudomonas aeruginosa) | purified IMP-1, nitrocefin hydrolysis, epi-absorbance fluorescence | inhibition, % at 5.6 µM | hit rate 0.45% among 290,000 | AID 1556, 2009;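 active means inhibition above the mean plus 3 SD of all compounds in the same screening run, cut at about 4.5% in these data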;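 further: 0% = IMP-1 with DMSO and 100% = DMSO wells lacking enzyme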
#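 assay system = purified recombinant IMP-1 metallo-beta-lactamase enzyme | schedule = 15 min preincubation plus 25 min reaction at 25 °C | signal = Epi-absorbance fluorescence, 480 nm excitation, 530 nm emission | read-out basis = percent inhibition from optical density relative to buffer-blank wells | controls = IMP-1 with DMSO as 0%, enzyme-free DMSO as 100%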
# DNA FID counter = compounds displacing fluorescent DNA intercalator, primary screen, artefact control for HCV NS3 helicase inhibitor project, biochemical, FID fluorescence. DNA fluorescent intercalator displacement. hit rate 0.17% among 290,000. AID 1845, 2009. inhibition, % at 7.9 µM; in the data active means inhibition above about 37%;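 further: 0% = vehicle and 100% = reference compound; higher means more ethidium bromide displaced from hairpin DNA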
# UBC9 SUMO inh = inhibitors of in vitro SUMOylation cascade, primary screen, biochemical, HTRF, uHTS; AID 2006, 2009; inhibition, % at 35 µM; HTRF SUMOylation assay, SAE1/SAE2 + UBC9; SUMO-conjugating enzyme UBC9 (Homo sapiens), P63279; hit rate 0.36% among 290,000; in the data active means inhibition above about 50%, passing the limit was not always enough; further: strong numbers were not always called active
# PHOSPHO1 inh = PubChem AID 1565. Phosphoethanolamine/phosphocholine phosphatase (Homo sapiens), Q8TCT1. hit rate 1.1% among 290,000. recombinant PHOSPHO1, absorbance phosphatase assay. inhibition, % at 13.3 µM; in the data active means inhibition above about 60%
# Active calls of the source: *; / = no result given; [ ] = remark or other dose. These rows are one share of the data. The share of hits here may be higher or lower than overall.
SMILES,VIM-2 inh,MEKK3 PB1 HTS,p-CIP stab down,IDE cell activ,NS3 helicase inh,IMP-1 inhibitor,DNA FID counter,UBC9 SUMO inh,PHOSPHO1 inh
COc1cccc(-c2nnc(SCC(=O)Nc3cc(C)on3)n2C)c1,-3.2,102,-13,2,-4,-3.3,-10,11,-64
CCOc1ccc(/C=C2\SC(=S)N(CC(=O)NCCCN3CCOCC3)C2=O)cc1,-0.9,101,-1,-1,-67,-1.0,4,16,46
COCC(C)n1c(SCc2nc3ccccc3c(=O)[nH]2)nc2ccccc2c1=O (stereo not given),-2.4,100,8,4,1,-2.8,-38,8,-21
COc1ccc(NC(=O)COC(=O)CNS(=O)(=O)c2ccccc2)cc1OC,-3.5,119,-6,-1,-2,-3.5,7,-5,-18
O=C(Nc1cccc(C(F)(F)F)c1)NC1CCN(S(=O)(=O)c2ccc(F)cc2)CC1,-4.2,113,-3,2,0,-4.1,-12,13,0
O=C1C2C3C=CC(C4CC34)C2C(=O)N1/N=C/c1ccc(-c2ccccc2[N+](=O)[O-])o1 (stereo not given),-0.5,96,-6,3,-4,-1.8,2,4,-22
COc1ccc(Cc2nnc(-c3ccc(F)cc3)o2)cc1OC,-2.7,113,-15,-2,5,-0.6,-11,16,-6
CCCOC(=O)c1ccc(NC(=O)Cc2cccs2)cc1,-2.6,109,-6,-5,6,-0.3,-14,7,-23
Cn1c(=O)c2c(SCC(=O)N3CCCc4ccccc43)nc(CC(C)(C)C)nc2n(C)c1=O,-0.8,/,-11,5,3,-3.0,2,7,-3
CCCC[n+]1ccn(-c2nc3ccccc3nc2[N-]S(=O)(=O)c2ccc(Br)cc2)c1,-2.8,101,-6,2,3,-2.7,-7,21,-1
CCN(Cc1cc2ccccc2[nH]c1=O)C(=O)c1cccc([N+](=O)[O-])c1,-1.8,101,5,/,-2,-3.1,-12,2,42
CCSc1nc2ccccc2n1Cc1ccccc1F,-3.1,105,14,1,-9,-3.0,-17,-7,-8
Cc1nc(S(=O)(=O)c2ccc(Cl)cc2)c(NCc2ccccc2)o1,-3.6,109,-12,-2,5,-5.2,-5,0,-5
CCCn1c(SCC(=O)c2c[nH]c3ccccc23)nnc1-c1ccncc1,-2.5,71*[inhibitor],-7,-1,-12,-5.3,-12,-1,-3
Fc1cccc(Cn2cc(C(=S)N3CCCCC3)c3ccccc32)c1,-6.3,105,-10,3,-8,-1.0,-13,-10,3
COc1ccc(NS(=O)(=O)c2ccc(OCC(=O)N3CCOCC3)cc2)cc1,-3.0,101,-5,5,1,-1.9,-5,9,18
Cc1cc(NC(=O)CSc2nc3c(C)cccc3cc2C#N)no1,-0.7,99,-7,6,5,-1.2,-14,7,39
Cn1c(NCc2ccccc2)nc2c1c(=O)n(Cc1ccccc1)c(=O)n2C,0.5,102,1,-1,-6,-3.2,-4,8,10
O=C(O)c1ccc(N2C(=O)c3[nH]nc(-c4ccccc4)c3C2c2ccccc2)cc1 (stereo not given),-2.1,107,15,2,7,-2.2,-44,9,-16
O=C(/C=C/c1cn(-c2ccccc2)nc1-c1cccnc1)NCCN1CCOCC1,0.0,73,-25,4,-8,-2.9,4,20,21
CCOc1ccc(-n2c(=O)c3sccc3n(CC(=O)NC3CCCCC3)c2=O)cc1,-1.3,103,0,0,0,-1.5,0,-14,32
S=C(NCc1ccco1)Nc1ccccn1,-3.4,100,-3,-1,1,-3.1,-6,0,6
CC1(C)CC(=O)C2=C(C1)Oc1ncn(Cc3ccco3)c(=N)c1C2c1ccccc1 (stereo not given),-1.0,101,-2,-2,-1,-2.9,-29,5,8
COC(=O)c1nn(-c2ccccc2)c2nnc(Cc3ccc(C)cc3)c(=O)n12,-0.2,104,-19,0,10,-4.1,-7,0,2
Cc1ccnc(NC(=O)COc2ccc3oc4c(c3c2)CCCC4)c1,-1.7,101,3,3,1,-2.3,2,-27,-2
Oc1oc(C=Nc2ccc(F)cc2F)c2ccccc12,1.7,92,-2,-2,-7,-2.4,8,-10,-19
CC(C)C(=O)NS(=O)(=O)c1ccc(N)cc1,-2.8,103,-7,3,-2,-2.7,-8,8,9
CCCCN(C(=O)COC(=O)CSc1cc(C)c2ccccc2n1)c1c(N)n(CCC)c(=O)[nH]c1=O,-0.6,103,17,0,3,-2.8,-48,7,33
CCc1ccc(-c2c(C)sc(NC(=O)C3CCC3)c2C#N)cc1,2.0,98,-13,-3,-4,-4.1,-4,4,-17
COc1cccc2c(O)cc(=O)n(C)c12,-2.2,99,-7,-2,3,-1.2,4,-3,5
O=C(Cc1ccccc1)NC1CCS(=O)(=O)C1 (stereo not given),-3.3,106,-19,-1,1,-5.3,4,12,3
COc1ncccc1C(=O)N1CCC(n2nccc2NC(=O)CC(C)C)CC1,-3.1,104,-3,0,2,-0.5,-6,10,38
Cc1ccc(NC(=O)Cc2nnc(N)s2)cc1,-1.5,88,-10,/,-12,-1.9,-1,27,19
Cc1cccc(NC(=O)CCCN2C(=O)c3ccccc3C2=O)n1,-3.8,98,-13,0,7,-1.7,-11,13,54
COc1ccc(NC(=O)CCN2C(=O)C3C4C=CC(C4)C3C2=O)cc1 (stereo not given),-1.2,102,1,4,6,-2.3,-3,18,48
Brc1ccc2c(c1)OCCOCCOCCOCCOCCOCCO2,-2.2,93,3,4,-1,-2.4,-27,14,3
Cn1c(=O)c2c(nc(NCc3ccc4c(c3)OCO4)n2Cc2ccc(F)cc2)n(C)c1=O,-2.4,93,-9,-2,3,-2.8,-5,0,7
COc1ccccc1-n1c(SCC(=O)Nc2cccc(S(N)(=O)=O)c2)nc2ccccc2c1=O,-3.8,105,1,-12,14,-4.5,-20,-9,-5
CCC(CO)N=C1CC(C)(C)CC(=O)/C1=C(/O)CCCN1C(=O)c2ccccc2C1=O (stereo not given),0.3,90,-14,3,12,-0.9,-19,0,8
COc1cccc(C(=O)N/N=C/C(Br)=C/c2ccccc2)c1,-2.2,101,-9,-12,1,-3.2,-7,6,1
Oc1[nH]c2ccccc2c1C=Nc1ccc2c(c1)OCO2,2.7,100,-15,0,6,-0.6,-2,-3,38
O=C(O)CCC(=O)NNc1nc2ccccc2nc1-c1ccccc1,-0.8,96,4,-1,-6,-0.8,-12,13,1
COc1ccccc1S(=O)(=O)Cc1ccc(C(=O)NCCN(C)C)o1,-0.2,101,/,-1,5,-2.5,-1,/,/
CCOCCCNC(=O)N1CCOCC1,0.1,91,0,4,1,-1.9,10,-4,6
COc1ccc(C(CC(=O)O)N2Cc3ccccc3C2=O)cc1OC (stereo not given),0.0,101,1,0,-1,-3.1,-14,15,-2
CC1(C)CC(=O)C(C(C#Cc2ccccc2)C2=C(O)CC(C)(C)CC2=O)=C(O)C1,-2.9,108,5,-3,10,-1.6,-5,-2,11
Cn1cc(C(=O)c2ccc(Cl)cc2Cl)cc1C=O,1.8,99,-1,-6,7,0.4,-4,-1,47
CCN1CCN(Cc2ccc(NC(=O)c3ccc(C)c(NC(=O)c4csc(-c5ccncc5)n4)c3)cc2C(F)(F)F)CC1,/,101,-16,-8,/,/,/,13,18

# Compound profiles, from the list above. Values in the order: VIM-2 inh, MEKK3 PB1 HTS, p-CIP stab down, IDE cell activ, NS3 helicase inh, IMP-1 inhibitor, DNA FID counter, UBC9 SUMO inh, PHOSPHO1 inh
# Results for `Cc1nc(S(=O)(=O)c2ccc(Cl)cc2)c(NCc2ccccc2)o1` → -3.6, 109, -12, -2, 5, -5.2, -5, 0, -5
# Results for `O=C(Nc1cccc(C(F)(F)F)c1)NC1CCN(S(=O)(=O)c2ccc(F)cc2)CC1` → -4.2, 113, -3, 2, 0, -4.1, -12, 13, 0
# Results for `CCCOC(=O)c1ccc(NC(=O)Cc2cccs2)cc1` → -2.6, 109, -6, -5, 6, -0.3, -14, 7, -23

# (next part)
SMILES,VIM-2 inh,MEKK3 PB1 HTS,p-CIP stab down,IDE cell activ,NS3 helicase inh,IMP-1 inhibitor,DNA FID counter,UBC9 SUMO inh,PHOSPHO1 inh
O=C(CN(C(=O)c1csnn1)c1ccc(F)cc1)NCc1ccc(F)cc1,-5.0,96,-13,7,5,-4.0,11,-1,18
COc1cccc(COC(=O)c2c(C)nn(-c3ccccc3)c2Cl)c1OC,-2.1,102,-14,0,-8,-2.8,-41,-17,15
Cc1cc(C(=O)COC(=O)c2ccc3c(c2)OCO3)c(C)n1Cc1cccs1,-2.5,100,-7,3,-4,-2.1,-3,21,-18
Cc1nnc(N2CCN(C)CC2)c2nn(-c3ccc(Cl)cc3)c(C)c12,1.6,/,/,/,-5,-3.3,22,/,/
Cc1cc(C)nc(SCc2ccc(F)cc2)n1,-3.1,90,-3,4,-2,-3.2,-4,9,37
Cc1ccc(C)c(Cn2nnc3c(=O)[nH]c(C4CCN(C(=O)c5cccs5)CC4)nc32)c1,0.9,105,-8,1,-5,-2.8,-36,13,21
CC(C)OCCCNC(=S)Nc1ccc(S(N)(=O)=O)cc1,0.5,95,-18,-3,1,-0.1,-1,-6,86*
CCCCc1nc2cc(C(=O)N3CCC(O)CC3)ccc2o1,-0.9,97,9,7,-2,-2.6,-9,4,3
COc1ccc(C2C(C(C)=O)=C(C)Nc3ncnn32)c(OC)c1OC (stereo not given),-4.2,97,-8,3,9,-3.8,-7,22,/
CCOc1ccc(N(CC)C(=O)COc2cc(=O)n(CC)c3ccccc23)cc1,1.1,100,-12,1,-11,-6.2,-29,15,-1
CCOc1ccccc1C(=O)n1nc(C)cc1C,-0.7,100,-4,1,0,0.4,2,14,57
CC1=NN(C(=O)CCCc2ccccc2)C(O)(C(F)(F)F)C1 (stereo not given),-2.5,108,-18,0,8,-3.0,-7,-8,25
CC(CCc1ccccc1)NC(=O)c1ccncc1 (stereo not given),-0.2,92,3,3,-3,-2.4,-1,19,-8
CN(CCC1CCCCO1)C(=O)CCc1nnc(C2CCCCC2)o1 (stereo not given),-4.0,90,4,5,-1,-0.7,-20,-10,17
NC(=O)c1cccc(CC(=O)c2ccccc2)c1,-3.2,91,4,5,6,-3.5,-1,7,32
O=C(CN1CCC(c2nc3ccccc3s2)CC1)NCc1cccs1,-4.5,101,-3,5,-16,-0.3,-12,12,-31
Cc1[nH]c2ccccc2c1C(=O)CSc1ccccc1,0.1,116,10,7,-10,0.3,2,-63,0
O=C(Nc1c(C(=O)N2CCOCC2)oc2ccccc12)c1cccc([N+](=O)[O-])c1,-0.3,99,1,5,2,0.4,-17,6,44
CN(C(=O)CN1C(=O)S/C(=C\c2ccccc2F)C1=O)C1CCS(=O)(=O)C1 (stereo not given),-1.3,100,8,4,7,-3.9,-12,7,56
